# tim10-1 inh – tim10-1 yeast growth inhibition | inhibition, % at 20 µM | 330,000 tested, 2.2% active | S. cerevisiae tim10-1 ts strain growth, BacTiter-Glo, 24 h;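 active = inhibition of at least 40%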;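 note: mutant grown at 25 °C; 0% = DMSO wells with yeast and 100% = wells holding no yeast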
# MPTP block – permeability transition pore inhibition. isolated mouse mitochondria, Ca2+ swelling absorbance, 30 min. inhibition, % at 10 µM. 360,000 tested, 1.4% active. AID 602449;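 active = inhibition of 50% or more, scaled per plate between neutral and stimulator controls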;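 note: 0% = DMSO wells given calcium and 100% = 1 mM EGTA wells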
# tim23-1 inh – growth inhibitors of tim23-1 mutant yeast; S. cerevisiae tim23-1 growth, BacTiter-Glo luminescence, 24 h; inhibition, % at 20 µM; 330,000 tested, 1.3% active;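 active = growth inhibition of the mutant yeast at or above 50%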;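 note: temperature-sensitive mutant grown at 25 °C; plate controls were DMSO-treated mutant yeast for no effect and medium wells lacking yeast for full effect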
# APJ antag – blocks the human apelin receptor APJ; P35414; CHO-K1 APJ beta-arrestin complementation, luminescence; inhibition, % at 20 µM; 330,000 tested, 0.32% active;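 active = inhibition above about 40% at 20 µM, limit read from the data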;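 note: cells challenged with 10 nM apelin-13 agonist together with compound; plate controls were apelin-13 plus DMSO wells for no effect and DMSO wells lacking apelin-13 for full effect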
# Target sequence (P35414 whole entry, looked up): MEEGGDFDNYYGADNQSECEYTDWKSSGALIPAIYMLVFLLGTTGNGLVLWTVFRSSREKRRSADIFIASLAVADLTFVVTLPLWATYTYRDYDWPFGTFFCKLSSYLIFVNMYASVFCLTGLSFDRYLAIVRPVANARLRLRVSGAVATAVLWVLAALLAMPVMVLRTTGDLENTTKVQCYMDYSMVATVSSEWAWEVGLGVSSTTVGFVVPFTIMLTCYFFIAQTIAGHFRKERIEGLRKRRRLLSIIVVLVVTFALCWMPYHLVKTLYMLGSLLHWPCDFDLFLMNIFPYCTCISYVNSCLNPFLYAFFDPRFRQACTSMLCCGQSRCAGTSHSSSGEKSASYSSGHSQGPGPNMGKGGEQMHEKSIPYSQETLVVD
# NALP3 yeast inh – blocks the NALP3 inflammasome reconstituted in yeast | Yeast reconstituted NLRP3/ASC/caspase-1, beta-gal luminescence, 24 h | inhibition, % at 10 µM | 330,000 tested, 0.39% active;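 active = inhibition of 50% or more; inactive = inhibition below 50%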;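 note: plate controls were induced DMSO wells for no effect and uninduced yeast grown without galactose for full effect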
# NR3A LBD binder – modulators (binders) of human NR3A ligand-binding domain; 340,000 tested, 2.5% active; NR3A LBD differential scanning fluorimetry, Tm shift; 0% = protein alone, 100% = glycine-bound protein; Tm shift relative to glycine control, % at 25 µM;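 active = melting temperature shift of at least 10% of the positive control shift, at one fixed dose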
# MIN6 prolif – inducers of beta-cell replication in MIN6 cells; MIN6 cells proliferation, ATPlite luminescence, 48 h; cells starved in 0.2% serum; 100% = growth in 10% serum; proliferation, % at 10 µM; 330,000 tested, 0.29% active; AID 2380;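 active = compounds whose signal lies at least 3.5 SD above the mean of all wells on their plate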;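 note: 0% = DMSO-treated cells in low-serum medium and 100% = 10% serum control; some compounds called inactive have numbers as strong as hits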
# APJ ag – APJ receptor agonism; CHO-K1 APJ PathHunter beta-arrestin, luminescence; 0% DMSO wells, 100% apelin; activation, % at 20 µM; 330,000 tested, 0.11% active; P35414; AID 2520;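 active = activation more than six SD over the plate average, tested at 20 µM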;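 note: 0% = DMSO alone and 100% = apelin-13 at 10 nM; some results filed as inactive read as strong as hits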
#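 Assay system – PathHunter CHO-K1 APJ (AGTRL-1) beta-arrestin reporter cells · Compound – one dose, 20 µM compound, 1% DMSO · Timing – compound 90 min 25 °C, reagent 1 h · Measured by – luminescence from split beta-galactosidase complementation, Galacton Star/Emerald II substrate · Measure – beta-arrestin recruitment to APJ as agonist activity, luminescent signal · Benchmarks – DMSO vs Apelin-13 10 nM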
# TIM10 inh – TIM10 yeast growth inhibition; S. cerevisiae TIM10 strain growth, BacTiter-Glo luminescence, 24 h; inhibition, % at 10 µM; 330,000 tested, 1.4% active; AID 463195;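 active = inhibition of 40% or more at the single tested concentration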;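 note: wild-type TIM10 isogenic control strain grown at permissive 25 °C; 0% = DMSO yeast wells and 100% = minimal medium wells without yeast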
# The depositor's hits bear a star; · = no result given.
SMILES,tim10-1 inh,MPTP block,tim23-1 inh,APJ antag,NALP3 yeast inh,NR3A LBD binder,MIN6 prolif,APJ ag,TIM10 inh
CCN(CC)C(=O)c1ccc(N2C(=O)C3CC=C(Cl)CC3C2=O)cc1 (configuration not stated),19,-1.5,27,-2,-4,0,-2,4,9
CCC(=Nc1ccccc1NC(C)=O)c1c(O)n(C)c(=O)n(C)c1=O,4,-0.6,2,4,12,-2,-1,1,5
COc1cc2c(cc1O)C[C@H]1c3c(cc(O)c(OC)c3-2)CCN1C,1,-1.1,-6,-5,25,-3,4,13,-5
CC(C)=CCN1CC[C@@]2(C)c3cc(O)ccc3CC1C2C (some centres not stated),-4,-0.2,-14,5,1,0,-2,-3,5
O=c1c2ccccc2nc(/C=C/c2ccccc2F)n1-c1ccccc1O,30,1.0,54*,-22,11,-2,-7,-3,33
COc1ccc(NC(=O)c2cn(CCC#N)nc2-c2cccc([N+](=O)[O-])c2)cc1,9,-0.7,17,0,9,-3,-3,-2,14
O=C(COC(=O)Cc1ccccc1)Nc1ccc(SC(F)F)cc1,43*,2.4,27,10,12,-1,-1,-2,5
Cc1cccc(CN2CCN(Cc3ccc(Cl)cc3)CC2)c1,-35,5.1,6,-3,24,0,-2,0,-57
COC(=O)C1=C(c2cc3ccccc3s2)C[C@@H]2CC[C@H]1N2C(=O)N1CCOCC1,13,-0.5,21,9,0,-1,-1,3,13
C[C@]12CC[C@H](O)C[C@H]1CC[C@@H]1[C@@H]2C[C@@H](O)[C@]2(C)[C@@H](C3=CC(=O)OC3)CC[C@]12O,-3,-0.9,-9,-13,18,1,1,1,4
CN1C(=O)C(C2(C#N)CCCCC2)C(=O)N(C)C1=O,-6,-0.3,16,15,-2,4,-2,-4,5
CCn1c(O)c(/C(C)=N/N2CCCCC2c2cccnc2)c(=O)[nH]c1=S (configuration not stated),48*,0.5,24,-18,-4,-5,0,0,26
COC(=O)C1=C(c2c(C)noc2C)C[C@@H]2CC[C@H]1N2C(=O)NCCCOC(C)C,-10,0.9,-8,6,10,-1,0,-2,-4
COC(=O)C1=C(c2cc3ccccc3s2)C[C@@H]2CC[C@H]1N2C,0,0.0,6,0,22,1,-5,-6,2
O=C(NC(=O)N1CCC2(CC1)OCCO2)c1ccc(Cl)cc1,5,-1.4,3,11,1,1,0,-2,1
O=C(Cc1ccccc1)OCCNC(=O)c1cccnc1,-1,-0.7,7,4,7,2,0,-4,-1
CN(C)CCN=Cc1c(O)n(Cc2ccc3c(c2)OCO3)c(=S)[nH]c1=O,-15,1.1,-3,14,21,-1,-3,5,12
CC1=CC(=O)NP(=O)(Oc2ccc3ccccc3c2)N1 (configuration not stated),-10,-1.7,18,11,3,-2,-5,-2,-4
COC(=O)C1=C(c2cc3ccccc3o2)C[C@@H]2CC[C@H]1N2C(=O)N1CCOCC1,21,-2.2,20,16,7,0,-4,-4,10
COc1cc(/C=C2/C(=O)NC(=O)N(c3ccccc3)C2=O)ccc1O,13,-0.5,12,-11,8,-14,0,4,-5
CC1CN=C(Nc2ccccc2)S1 (configuration not stated),-19,-2.5,-6,13,-11,0,-3,-3,-5
N#CC(Br)Br,-19,-0.8,-14,-11,6,0,-6,0,1
CCCN1C2CCCC1CC(NC(C)=O)C2 (configuration not stated),8,-2.4,1,-15,-5,0,-2,2,-4
O=C(Nc1cccc(OC(=O)N2CCOCC2)c1)N1CCOCC1,11,-1.1,1,10,19,-2,0,-2,-17
Cc1ccsc1C(=O)C1CCCN(Cc2ccccc2O)C1 (configuration not stated),12,-0.6,2,3,30,-1,2,-4,-6
Cn1nc(N)c2c1N=P(N1CCOCC1)(N1CCOCC1)N=C2c1ccccc1,11,0.2,15,0,-9,1,-2,-2,-7
COc1cc(C(=S)N2CCOCC2)cc(OC)c1OC(=O)Cc1ccccc1,21,-1.6,17,-14,10,-2,-3,0,8
Cc1ccc2c(c1)=C/C(=C\c1c(O)[nH]c(=S)[nH]c1=O)C(=O)N=2,0,·,-3,0,12,·,0,-3,4
CCCC[N+]12C3C[C@H](C4[C@H](O)[C@]5(C[C@@H]41)c1ccccc1N(C)[C@@H]35)[C@H](CC)[C@H]2O (some centres not stated),11,-0.2,-2,9,8,2,4,-3,-7
Cc1cccc(N2C(=O)/C(=C/c3ccc(CN(CCC#N)S(C)(=O)=O)o3)C(=O)NC2=S)c1,15,-1.7,15,-11,14,-8,-1,-1,3
CN1CCc2cccc(Cl)c2CC1,-26,-2.7,-80,9,19,-1,6,-1,-20
COc1ccccc1C1=NCc2nnc(C)n2-c2ccc(Cl)cc21,12,0.6,11,-1,7,-8,0,1,-19
COc1ccc(C2=NCC(=S)Nc3ccc(Cl)cc32)cc1Cl,0,-1.2,4,7,-15,-6,-3,-2,-1
Cn1cc(C(=O)OCC(=O)N2CCCC2)c2ccccc21,-4,0.7,4,-58,20,1,-1,1,1
CC(C)(C)N1Cc2ccccc2C1=N,-4,-0.4,7,5,16,0,0,-5,-10
CCC(COC(=O)NC)NC(=O)Oc1cccc(C)c1 (configuration not stated),11,-1.8,8,-7,18,-1,-4,2,0
CCCCCCOc1ccc(CN2CCN(CC)CC2)cc1,4,-0.2,6,-8,36,-5,-3,-2,2
O=C1CCN(C(=O)Cc2ccccc2[N+](=O)[O-])CC1,7,-0.6,9,-23,6,-1,-1,2,-4
O=C1NC(=S)NC(=O)C12C(c1ccc(F)cc1)NC(=S)NC2c1ccc(F)cc1 (configuration not stated),10,-0.3,15,10,14,0,0,-3,-5
C=C1C(=O)O[C@@H]2C[C@@H](C)[C@H]3C=CC(=O)[C@]3(O)C[C@@H]12,15,-0.2,1,2,2,-1,-9,2,2
C(CCc1nn[nH]n1)CCc1nn[nH]n1,16,-0.2,6,14,8,-2,0,-2,-4
COCCNC(=O)Cn1cc(C(=O)c2ccccc2F)c2ccccc21,-2,0.1,5,17,12,-2,-1,-2,3
CCC(C)N1C(=O)NC(=O)C2(Cc3c(ccc4ccccc34)N(C)C2)C1=O (configuration not stated),45*,0.5,31,-33,13,1,2,28,23
Cc1oc(-c2ccccc2)nc1CN1C(=O)CN=C(c2ccccc2)c2ccccc21,37,0.8,45,5,16,-4,5,-4,2
c1csc(CN2CCNCC2)c1,-9,-1.2,-22,-8,-13,0,-3,-5,-36

# Another view of part of the listing above:
# Sequence of screens – tim10-1 inh, MPTP block, tim23-1 inh, APJ antag, NALP3 yeast inh, NR3A LBD binder, MIN6 prolif, APJ ag, TIM10 inh
CCCCCCOc1ccc(CN2CCN(CC)CC2)cc1
→ 4, -0.2, 6, -8, 36, -5, -3, -2, 2
O=C1CCN(C(=O)Cc2ccccc2[N+](=O)[O-])CC1
→ 7, -0.6, 9, -23, 6, -1, -1, 2, -4

# (list continues)
SMILES,tim10-1 inh,MPTP block,tim23-1 inh,APJ antag,NALP3 yeast inh,NR3A LBD binder,MIN6 prolif,APJ ag,TIM10 inh
CCOP(=O)(OCC)C(NC(=O)C(C)C)C(Cl)(Cl)Cl (configuration not stated),6,3.6,16,-9,1,0,0,-4,2
Cc1nn(CC(C)C)c(Cl)c1C(=O)NC1CCC(C)CC1 (configuration not stated),26,-0.6,31,4,7,·,0,-3,15
Cn1c(O)c(C=NC2CCCCC2)c(=O)[nH]c1=S,20,2.0,13,-9,-5,-2,1,-4,2
COc1cc(CN2CCN(c3cc(C)ccc3C)CC2)ccc1O,20,-0.4,9,0,-55,0,-6,1,-7
CCOP1(=S)Oc2cc3c(cc2C(C(=O)OC)(C(F)(F)F)O1)OCO3 (configuration not stated),6,1.8,7,17,0,-4,-2,0,11
C/C(=N\N1CCCCCC1)c1c(O)n(C)c(=O)n(C)c1=O,-2,·,11,-5,-5,·,1,-2,5
Cc1cc(/C=C2\C(=O)NC(=O)N(Cc3ccccc3Cl)C2=O)c(C)n1-c1ccc(C(=O)O)cc1,7,-0.1,11,3,17,3,-3,-2,9
CC(=O)NC1C(OC(=O)Cc2ccccc2)OC(COC(C)=O)C(OC(C)=O)C1OC(C)=O (configuration not stated),2,-2.5,-1,3,5,-1,0,-3,-8
C[C@]1(O)CCC2C3CC[C@@H]4CC(=O)CC[C@]4(C)C3CC[C@@]21C (some centres not stated),-1,0.3,27,5,55*,3,-2,-3,-12
O=C1NC(=O)C(C(CC(=O)c2ccccc2)c2ccccc2)C(=O)N1 (configuration not stated),-5,1.0,15,-23,-8,0,0,-4,9
NC1=C([N+](=O)[O-])C(c2ccc3c(c2)OCO3)c2c(c3ccccc3oc2=O)O1 (configuration not stated),5,·,16,3,-4,-7,-1,-3,1
Cc1ccc(N2C(=O)NC(=O)/C(=C\c3ccoc3)C2=O)cc1,-8,1.4,7,6,20,-2,1,-2,4
COc1cc2c(cc1OC)C(C)NCC2 (configuration not stated),2,2.2,-7,-3,23,-1,-2,-4,3
COC(=O)C1=C(c2ccccc2)C[C@@H]2CC[C@H]1N2C(=O)NCc1ccc(F)cc1,9,-0.3,-5,-5,16,0,6,4,2
O=c1ccc2c(O)c3ccoc3cc2o1,9,-2.0,-1,-4,13,-4,-5,-3,9
CN1CCN(c2nc(Cl)ncc2F)CC1,8,-0.9,-1,-15,8,0,-2,-2,-14
Cc1cccc(NC(=O)N2CCCC2)c1,12,1.2,19,-7,6,-1,-2,-1,11
CNC(C)Cc1ccccc1Sc1ccc(O)cc1 (configuration not stated),10,0.5,12,-8,16,1,-5,-2,-5
CN1C2CCC1CC(OC(=O)CCN1CCCC1)C2 (configuration not stated),5,-0.8,-11,24,-2,-12,-3,-2,-21
CCC(=Nc1cccc(C(F)(F)F)c1)c1c(O)n(C)c(=O)n(C)c1=O,-4,80*,12,-28,3,2,-1,6,-11
C/C(=N\NC(=O)c1ccccc1)c1c(O)n(Cc2ccccc2)c(=O)[nH]c1=O,-7,-1.7,3,-11,18,-1,2,5,5
CNC(=O)Oc1ccc2ncccc2c1,-10,0.4,-12,-21,7,-1,1,-1,-13

# Entries of single compounds from above:
# `C/C(=N\NC(=O)c1ccccc1)c1c(O)n(Cc2ccccc2)c(=O)[nH]c1=O` reads tim10-1 inh = -7; MPTP block = -1.7; tim23-1 inh = 3; APJ antag = -11; NALP3 yeast inh = 18; NR3A LBD binder = -1; MIN6 prolif = 2; APJ ag = 5; TIM10 inh = 5
# `CNC(=O)Oc1ccc2ncccc2c1` reads tim10-1 inh = -10; MPTP block = 0.4; tim23-1 inh = -12; APJ antag = -21; NALP3 yeast inh = 7; NR3A LBD binder = -1; MIN6 prolif = 1; APJ ag = -1; TIM10 inh = -13
# `CN1C2CCC1CC(OC(=O)CCN1CCCC1)C2` (configuration not stated) reads tim10-1 inh = 5; MPTP block = -0.8; tim23-1 inh = -11; APJ antag = 24; NALP3 yeast inh = -2; NR3A LBD binder = -12; MIN6 prolif = -3; APJ ag = -2; TIM10 inh = -21

# Source: PubChem BioAssay

# This is a subset, so the mix of outcomes need not match the whole.
